KDM5B inhibitor: KDM5B demethylase inhibition | 220,000 tested, 2.6% active | Q9UGL1 | Potency, µM (series often up to 57.7 µM), inactives show at the highest dose activity change, negative = inhibition, actives largely listed as inhibitors | KDM5B demethylase, FDH-coupled NADH fluorescence (FDH is formaldehyde dehydrogenase); active = well fitted inhibition curve with a large enough effect; inconclusive = small, poorly fitted or top-dose-only effect; inactive = no such curve, though single readings can be large or run the other way; note: 0% is about no effect; nearly all actives have a fitted effect of over 70% in size
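Coupled FDH/NAD⁺ fluorescence readout. KDM5BΔAP 200 nM final; compound titration, 10 min RT preincubation; substrate mix 12.5 µM H3K4me3, 25 µM 2-OG, 50 µM Fe(II), 100 µM ascorbate, 0.25 mM NAD⁺, 0.25 U/mL FDH; ΔRFU over 30 min.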
Active calls of the source: *; i = inactive; ? = inconclusive; [ ] = remark or other dose. Potency is the fitted concentration of half-maximal effect. Not all compounds are listed; count on the stated rates, not on these rows.

SMILES	KDM5B inhibitor
C[C@]12CCC3=C4CCC(=O)C=C4CC[C@H]3C1CC[C@@H]2O (some centres undefined)	4.4%
COc1ccc2c(c1)C1(CCN(C(=O)C(C)(C)C)C1)C(=O)N2C (centres undefined)	-1.8%
CCN(CC)C(=O)c1ccc(NC(=O)c2cccc(S(=O)(=O)N3CCN(C)CC3)c2)cc1	1.9%
CN(C[C@H]1CN2CC[C@H]1C[C@@H]2CNC(=S)NCc1ccco1)c1ccccc1	?
Cc1ccc(NC(=O)c2cn(C)c3ccccc23)cc1	12.9%
CC(C)c1ccc(NC(=O)CN2C(=O)CN=C(c3ccccc3)c3ccccc32)cc1	1.1%
CCC1CCCCN1C(=O)c1cn(C)c2ccccc12 (centres undefined)	11.4%
COc1ccc(CC(=O)N2[C@H]3CC[C@@H]2c2cnc(-c4ccccc4)nc2C3)cc1OC	-2.6%
O=c1ccc(-c2cncnc2)c2n1C[C@H]1C[C@@H]2CN(S(=O)(=O)c2ccccc2)C1	5.7%[86.2 µM]
C#C[C@H]1CN2CC[C@H]1C[C@@H]2COC(=O)Nc1ccc(OC(F)(F)F)cc1	27.8%[86.2 µM]
COc1cc2c(cc1OC1CCCC1)NC(=O)C21CCN(c2ncccn2)CC1	19.6%[86.2 µM]
COc1cc2c(cc1Oc1ccccc1)NC(=O)C21CCN(c2cnccn2)CC1	31.6µM*
c1ccc(CN2CCC3(CC(c4cccnc4)=NO3)C2)nc1 (centres undefined)	?
COc1cc2c(cc1CCc1ccccc1)N([S+](=O)([O-])c1cn(C)cn1)CC21CCN(C(C)=O)CC1	?
O=C(O)C(=O)N1C[C@@H]2C[C@H](C1)c1ccc(NS(=O)(=O)c3ccccc3)c(=O)n1C2	?
C#C[C@H]1CN2CC[C@H]1C[C@@H]2COC(=O)Nc1ccc(Br)cc1	-5.0%[86.2 µM]
O=C1Nc2ccccc2O[C@H]2C[C@@H]1N(Cc1ccccn1)C2	8.5%[86.2 µM]
CC(=O)Nc1ccc(-c2ccc(=O)n3c2[C@@H]2C[C@@H](CN(C(=O)C(C)(C)C)C2)C3)cc1	?
COc1cc2c(cc1Oc1cccc(N(C)C)c1)NC(=O)C21CCN(c2ncc(F)cn2)CC1	31.6µM*
COc1cc2c(cc1OCC1CC1)NC(=O)C21CCN(Cc2nccs2)CC1	?
Cc1nc(C)c(C(=O)N2[C@H]3CC[C@@H]2c2cnc(-c4ccc(F)cc4)nc2C3)s1	20.6%
CC1CCN(C[C@H]2CN3CC[C@H]2C[C@@H]3CNC(=O)Nc2ccsc2)CC1	12.6%[86.2 µM]
COc1cc2c(cc1Oc1ccccc1)NC(=O)C21CCN(C(=O)Cc2ccccc2)CC1	8.6%
Cn1nccc1C(=O)N1[C@H]2CC[C@@H]1c1cnc(-c3ccc(F)cc3)nc1C2	-2.9%
CC(=O)N1[C@H]2CC[C@@H]1c1cnc(-c3ccccc3)nc1C2	26.6%
CCn1cc(S(=O)(=O)N2[C@H]3CC[C@@H]2c2cnc(-c4ccc(F)cc4)nc2C3)cn1	-13.0%
CN1C(=O)C(Cc2ccc(OCc3ccccc3)cc2)C(=O)N(C)C1=O	?
CCCS(=O)(=O)Nc1ccc(=O)n2c1[C@@H]1C[C@@H](CN(C(=O)COc3ccccc3)C1)C2	31.6µM*
CN1CCN(Cc2cc(=O)n3ccsc3n2)CC1	13.0%
Cn1nccc1CN1CCCC2(CC(c3ccccn3)=NO2)C1 (centres undefined)	-6.6%[86.2 µM]
Cc1noc(C)c1Cc1ccc(C(=O)N2[C@H]3CC[C@@H]2c2cnc(-c4ccccc4)nc2C3)o1	-16.6%
CCOc1ccccc1CNCCc1c[nH]c2ccccc12	10.3%
CCN(CC)C[C@H]1CN2CC[C@H]1C[C@@H]2CNS(=O)(=O)c1ccc(Cl)cc1	-0.2%[86.2 µM]
COc1cc2c(cc1OCc1ccncc1)NC(=O)C21CCN(C(=O)C2CCC2)CC1	-27.2%[86.2 µM]
COc1ccc([N+](=O)[O-])cc1	17.8%
COc1cc2c(cc1OCc1ccccc1)NC(=O)C21CCN(c2ncccn2)CC1	?
C=C[C@H]1CN2CC[C@H]1C[C@@H]2CNC(=O)Nc1cccc(C#N)c1	-16.7%[86.2 µM]
c1cc2nc(C3CCCNC3)[nH]c2cn1 (centres undefined)	-3.3%[115 µM]
O=C(NC1CCCCC1)N1C[C@@H]2C[C@H](C1)c1c(/C=C/c3ccc(Cl)cc3)ccc(=O)n1C2	-28.3%
c1ccc(C2=NOC3(CCCN(CC4CCCC4)C3)C2)nc1 (centres undefined)	11.6%[149 µM]
Cc1cnc(C(=O)N2[C@H]3CC[C@@H]2c2cnc(-c4ccc(F)cc4)nc2C3)cn1	-0.7%
O=c1[nH]c(=O)n(CCc2ccc(F)cc2)c(O)c1/C=N/N1CCCCC1	?
Cc1cc(C)cc(N2C(=O)/C(=C\c3ccc(N4CCN(C)CC4)o3)C(=O)NC2=S)c1	-7.8%
O=C(CSC(c1ccccc1)c1ccc(Cl)cc1)NCc1cccs1 (centres undefined)	-17.9%
CC(C)(C)c1ccc(-c2cn(C[C@H]3CC4CCN3C[C@@H]4C(=O)N3CCOCC3)nn2)cc1 (some centres undefined)	6.2%

In a second layout: results already given.
> Cc1noc(C)c1Cc1ccc(C(=O)N2[C@H]3CC[C@@H]2c2cnc(-c4ccccc4)nc2C3)o1
  KDM5B inhibitor: -16.6%

> CCOc1ccccc1CNCCc1c[nH]c2ccccc12
  KDM5B inhibitor: 10.3%

> CCN(CC)C[C@H]1CN2CC[C@H]1C[C@@H]2CNS(=O)(=O)c1ccc(Cl)cc1
  KDM5B inhibitor: -0.2%[86.2 µM]

> COc1cc2c(cc1OCc1ccncc1)NC(=O)C21CCN(C(=O)C2CCC2)CC1
  KDM5B inhibitor: -27.2%[86.2 µM]

Following part
SMILES	KDM5B inhibitor
COCc1cc(OC(=O)N(C)C)nc(-c2ccccc2)n1	1.7%
COc1cccc(CC(=O)N2[C@H]3CC[C@@H]2c2cnc(C)nc2C3)c1	9.2%
CCOC(=O)N1CCN(C2CCCN(C(=O)Cc3ccc(C)c(C)c3)C2)CC1 (centres undefined)	?
Cc1nc(-c2cccs2)cc([C@H]2CN3CC[C@H]2C[C@@H]3CNC(=O)CSCC(=O)O)n1	-15.5%
C=CCN(C)C(=O)[C@H]1CN2CCC1C[C@@H]2Cn1cc(CSc2ccccc2)nn1 (some centres undefined)	3.9%[86.2 µM]
C=CCn1c(O)c(/C(C)=N/N2CCCCC2)c(=O)[nH]c1=O	18.1%
O=[N+]([O-])c1ccc(NCCNCCO)c2ncccc12	23.7%
CCC(CC)c1cc([C@H]2CN3CC[C@H]2C[C@@H]3CNS(=O)(=O)c2cccs2)nc(-c2ccncc2)n1	?
CC(=O)Nc1ccc(S(=O)(=O)NC[C@H]2C[C@@H]3CCN2C[C@@H]3c2cc(-c3ccco3)nc(C)n2)cc1	31.6µM*
O=S(=O)(NC[C@H]1C[C@@H]2CCN1C[C@@H]2CN1CCN(c2ncccn2)CC1)c1ccccc1	1.3%
COc1ccc(-c2c(C(F)(F)F)oc3cc(OC(=O)N(C)C)ccc3c2=O)cc1	-8.7%
c1cnc2nc(C3CCNCC3)[nH]c2c1	?
CN(C/C=C/Cl)C1Cc2ccccc2C1	10.0%
O=C1NCCN2CC3(CCNCC3)CC12 (centres undefined)	41.4%[activator]
O=[N+]([O-])c1ccc(NC2CCCCC2)c2ccncc12	-7.0%
CCOC(=O)CCNC(=O)N1[C@H]2CC[C@@H]1c1cnc(-c3ccccc3)nc1C2	2.4%
Cc1ncsc1CCC(=O)N1C[C@@H](c2ccccc2)[C@@H]2[C@H]1C1CCN2CC1	-10.6%
CCC(CC)c1cc([C@H]2CN3CC[C@H]2C[C@@H]3CNS(=O)(=O)Cc2ccccc2)nc(-c2ccncc2)n1	-11.5%
COC(=O)C12CCC(CC1c1ccccc1)OC2=O (centres undefined)	-6.3%
Cc1ccc(OCC(=O)Nc2ccc(Cl)cc2C(=O)c2ccccc2)c(Br)c1	7.8%
COc1cncc(CN2CCC3(CC2)C(=O)Nc2cc(OC4CCCC4)c(OC)cc23)c1	?
c1ccc2cc(CNCCc3c[nH]c4ccccc34)ccc2c1	-18.5%
CC[C@H]1CN2CC[C@H]1C[C@@H]2CNC(=S)Nc1ccc(C)cc1Br	?
Cc1cccc(NC(=O)c2cn(Cc3ccccc3)nn2)c1	-1.0%
CC1=C(C(=O)OCc2ccccc2)C2(C(=O)Nc3ccccc32)C(C(=O)OC(C)(C)C)=C(N)O1 (centres undefined)	14.5%
O=C(CC(O)C(Cl)(Cl)Cl)c1ccccc1 (centres undefined)	-12.0%
O=C1NCCOCCCN[C@H]2CCC[C@@H]12	-17.6%
N#Cc1ccc(-c2ccc(OC(=O)CSC(c3ccccc3)c3ccccc3)cc2)cc1	-15.3%
Cc1c(CC(=O)N2CCN(Cc3ccccc3)CC2)c(=O)oc2cc(O)ccc12	i
COc1ccc(C(=O)NC[C@H]2C[C@@H]3CCN2C[C@@H]3c2cc(-c3ccc(N(C)C)cc3)nc(C)n2)cc1	28.2µM*
CN1CCNc2cc(NCc3ccccc3)ncc2C1	?
O=C(NC[C@H]1C[C@@H]2CCN1C[C@@H]2CN1CCCC1)c1ccco1	?
CSc1ccc(C2SCC(=O)Nc3n[nH]c(C)c32)cc1 (centres undefined)	18.3%
CC(C)NC(=O)NC[C@H]1C[C@@H]2CCN1C[C@@H]2CN1CCC(Cc2ccccc2)CC1	-5.8%[86.2 µM]
COc1ccccc1N1CCN(C(=O)[C@H]2CN3CCC2C[C@@H]3Cn2cc(CCO)nn2)CC1 (some centres undefined)	-9.5%
Cc1ncc2c(n1)C[C@@H]1CC[C@H]2N1C(=O)Cc1cccc(F)c1	-17.7%
COc1ccc(CCN(C)Cc2cc(C(C)(C)C)c(O)c(C(C)(C)C)c2)cc1OC	-18.3%
NC(Cc1ccccc1)c1cc2ccccc2[nH]1 (centres undefined)	-15.0%
Cn1nc(-c2ccc(F)cc2)cc1[C@H]1CN2CC[C@H]1C[C@@H]2CNC(=O)c1cccs1	-17.7%[86.2 µM]
CCCC12CN3CC(CCC)(CN(C1)C3c1ccccn1)C2=O (centres undefined)	16.8%
CC(O)CNCCNc1ccc([N+](=O)[O-])c2cccnc12 (centres undefined)	-20.4%
COc1ccc(-c2ccc3n(c2=O)C[C@H]2C[C@@H]3CN(S(C)(=O)=O)C2)cc1	39.8µM*
COC1CN(c2cccc(F)c2)C12CCNCC2 (centres undefined)	99.8%[activator]
C=CCN(C)C(=O)[C@H]1CN2CCC1C[C@@H]2Cn1cc(-c2ccc(C(C)(C)C)cc2)nn1 (some centres undefined)	3.8%[86.2 µM]
COc1cncc(N2CC3CCC(C2)N3CC(F)(F)F)c1	-20.4%[149 µM]
Cn1nc(-c2ccc(F)cc2)cc1[C@H]1CN2CC[C@H]1C[C@@H]2CNC(=O)c1ccc2c(c1)OCO2	-18.1%
CC(C)C12CN3CN(C1)CC(C(C)C)(C3)C2=O	-6.0%
CC(C)N1CC2CCC(C1)N2S(=O)(=O)C1CC1	?
CN(CCc1ccccn1)C[C@H]1CN2CC[C@H]1C[C@@H]2CNC(=O)c1ccc2c(c1)OCO2	0.8%
O=C(NC[C@H]1C[C@@H]2CCN1C[C@@H]2CN1CCC(Cc2ccccc2)CC1)Nc1ccsc1	-12.7%
Cc1cccc(-n2c(/C=C/c3ccccc3O)nc3ccccc3c2=O)c1	?
COc1ccc(-c2nn(CCC#N)cc2C(=O)Nc2ccccc2Br)cc1[N+](=O)[O-]	-3.9%
CCC(CC)C(=O)NC[C@H]1C[C@@H]2CCN1C[C@@H]2c1cc(-c2ccc(OC)c(OC)c2)nn1C	-7.0%
CCOc1ccc(CNCCc2c[nH]c3ccccc23)cc1OCC	5.1%
COc1ccc(-c2cn(C[C@H]3C[C@@H]4CCN3C[C@@H]4C(=O)N3CCOCC3)nn2)cc1	35.0%[activator][86.2 µM]
COCC1CN(C)CC12CCN(Cc1ccncc1F)CC2 (centres undefined)	-21.8%
COC(=O)CN1C(=O)CN=C(c2ccccc2Cl)c2cc(Br)ccc21	-14.8%
COc1ccccc1CNC(=O)CN1CCCC1=O	-12.4%
N#Cc1ccc(NC(=O)CN2CCc3sccc3C2c2cccs2)cc1Cl (centres undefined)	-21.9%
Cc1ccc(NC(=O)CN2C(=O)CN=C(c3ccccc3)c3ccccc32)cc1Cl	-53.8%

Part of the list above in order of molar mass, smallest number first:
SMILES	KDM5B inhibitor
CCOc1ccc(CNCCc2c[nH]c3ccccc23)cc1OCC	5.1%
Cc1cccc(-n2c(/C=C/c3ccccc3O)nc3ccccc3c2=O)c1	?
COc1ccc(-c2cn(C[C@H]3C[C@@H]4CCN3C[C@@H]4C(=O)N3CCOCC3)nn2)cc1	35.0%[activator][86.2 µM]
CN(CCc1ccccn1)C[C@H]1CN2CC[C@H]1C[C@@H]2CNC(=O)c1ccc2c(c1)OCO2	0.8%
O=C(NC[C@H]1C[C@@H]2CCN1C[C@@H]2CN1CCC(Cc2ccccc2)CC1)Nc1ccsc1	-12.7%

Going on with the list:
SMILES	KDM5B inhibitor
O=c1cc(CN2CCNCC2)nc2sccn12	-16.0%
Cc1nc(-c2ccc(C(F)(F)F)cc2)cc([C@H]2CN3CC[C@H]2C[C@@H]3CNC(=O)CCCC(=O)O)n1	-11.5%
CC12CCC3C(CCC4=CC(=O)CCC43C)C1CCC2=O (centres undefined)	23.2%
C/C(=N/NC(N)=S)c1ccc(Cl)cc1	-30.4%
O=C1CO[C@H]2CN(Cc3ccco3)C[C@H]2N1Cc1cccnc1	-19.9%[86.2 µM]
CNc1oc(-c2ccc(C)cc2)nc1P(=O)(OC)OC	?
COc1ccc(OCC(=O)N2CCN(Cc3cc(=O)n4nc(-c5ccc(OC)cc5)sc4n3)CC2)cc1	?
CC1(C)Cc2c(C#N)c(N3CCNCC3)nc(-c3ccco3)c2CS1	-32.3%
